SRC1 TRFRET art = counter-screen for PPARgamma SRC-1 recruitment agonists: TR-FRET artefact; TR-FRET detection artefact counter-screen, emission ratio; stronger effect = higher value; TR-FRET ratio at 8 µM; 99,000 compounds, 0.34% hits; in the data active = TR-FRET ratio above about 2300; also: inactives centre near 1800; reference of the scale not given here
SRC3 TRFRET art = TR-FRET artefact, counter-screen to PPARgamma/SRC-3 agonist assay | PPARgamma/SRC-3 format; stronger effect = higher value | 99,000 compounds, 0.39% hits | TR-FRET ratio at 8 µM; in the data active = TR-FRET ratio above about 2000; also: inactives centre near 1600; reference of the scale not given here
An asterisk follows results filed as active. These rows are one share of the data; rates above refer to the full screens.

SMILES | SRC1 TRFRET art | SRC3 TRFRET art
CCCCCCOc1ccc(N2C(=O)CC(N3CCN(CCN=CC4=C(O)CC(C)(C)CC4=O)CC3)C2=O)cc1 (stereo unspecified) | 1846 | 1535
C=CCn1c(SCC(=O)Nc2ccc(C(=O)OC(C)C)cc2)nnc1-c1cccs1 | 1848 | 1558
COc1cc2c(C)nc3c(cnn3-c3ccccc3)c2cc1OC | 1859 | 1543
CC(C)CCNC(=O)[C@H](CC(C)C)NC(=O)[C@H]1O[C@@H]1C(=O)O | 1781 | 1686
COc1ccc(O)c(/C=N/N=C2/C(=O)Nc3ccccc32)c1 | 1960 | 1528
Cc1ccc(S(=O)(=O)NCCSc2nnnn2-c2ccc(C(N)=O)cc2)cc1 | 1552 | 1528
OC(COc1ccc(CNCc2cccnc2)cc1)CN1CCc2ccccc2C1 (stereo unspecified) | 1839 | 1747
CN(C)NC(=O)C12CCC(C)(C(=O)O1)C2(C)C (stereo unspecified) | 1658 | 1503
CC(C)CN1CCN(Cc2cccn2-c2ccc(Cl)cn2)CC1CCO (stereo unspecified) | 1863 | 1769
CN(C)C(=O)c1cc([N+](=O)[O-])ccc1O | 1672 | 1655
O=C(COc1ccc(Br)cc1CNC1CCCC1)Nc1ccccc1 | 1669 | 1629
CS(=O)(=O)Nc1ccccc1C(=O)NCCSCc1ccccc1 | 1776 | 1599
O=C(COC(=O)c1cn(-c2ccccc2)nc1-c1ccccc1)c1ccc([N+](=O)[O-])cc1 | 1607 | 1683
CS(=O)(=O)N1CCN(c2ccccc2NC(=S)NC(=O)c2cccs2)CC1 | 1989 | 1861
Cc1cc2oc(=O)cc(CN3CCN(S(=O)(=O)c4ccc5c(c4)OCCO5)CC3)c2cc1C | 1588 | 1445
COCCSc1ccccc1C(=O)Nc1ccc(Cl)cn1 | 1793 | 1587
COc1ccc(NC(=O)Cc2coc3cc(C)ccc23)cc1S(=O)(=O)N1CCOCC1 | 1680 | 1510
c1cc(CNC23CC4CC(CC(C4)C2)C3)ccn1 | 1532 | 1562
N#Cc1ccc(Oc2ccc(-c3cnc4ccccc4n3)cc2)cc1C#N | 1690 | 1436
CCSc1nc(C)c(CCOc2cccc(C)c2)c(=O)[nH]1 | 1853 | 1863
Cc1cccc(C)c1Nc1nnc(SCC(=O)NC(=O)c2cccn2C)s1 | 1681 | 1594
CCn1c(=O)cc(OCC(=O)N2CCc3ccccc32)c2ccccc21 | 1656 | 1468
Cc1ccc(-n2ccc(-c3nn(-c4ccccc4)ccc3=O)n2)cc1 | 1845 | 1538
CCCCn1c(O)c(N=NC(=O)c2ccco2)c2ccccc21 | 1770 | 1434
Cc1ccc(/C=N/N2CCCCC2)o1 | 1620 | 1527
CCc1nc(N2CCC3(CC2)OCCO3)c2nnn(Cc3ccccc3)c2n1 | 1696 | 1620
COC(=O)C(Cc1c[nH]c2ccccc12)N1CCS(=O)(=O)CC1 (stereo unspecified) | 1899 | 1438
CC(=O)Nc1ccc(S(=O)(=O)Oc2ccc(/C=N/N=C3/NC(=O)C(CC(=O)O)S3)cc2)cc1 (stereo unspecified) | 2169 | 1356
COc1ccc(Cc2nnc(SCC(=O)N3CCCC(C)C3)o2)cc1 (stereo unspecified) | 1882 | 1548
CCCS(=O)c1nc(C)cc(C)c1S(C)(=O)=O (stereo unspecified) | 1828 | 1580
CCOC(=O)c1ccc(NC(=O)c2c(C)[nH]c(C(=O)OCC)c2C)cc1 | 1786 | 1703
Clc1ccc(Cc2noc(-c3cccs3)n2)cc1 | 1688 | 1630
CN(C)c1ccc(/C=C/c2nnnn2-c2ccccc2)cc1 | 1733 | 1588
O=C(NCCCO)c1cc2ccccc2[nH]1 | 1869 | 1594
CN(C)C(=O)C1C2NC(=S)N(c3ccccc3)C1(C)Oc1ccccc12 (stereo unspecified) | 1441 | 1408
O=C(NCc1ccncc1)C(=O)N/N=C/c1ccccn1 | 1823 | 1568
CCc1cc2c(SCC(=O)N3CC(=O)Nc4ccccc43)ncnc2s1 | 1963 | 1494
CCN1CCN(c2cc(C)c3cc(NC(=S)N4CCCC(C)C4)ccc3n2)CC1 (stereo unspecified) | 1951 | 1775
CCOC(=O)C1=CN(Cc2ccc(OC)cc2)C=C(C(=O)OCC)C1c1cccs1 | 1729 | 1491
Cc1ccc(NC(=O)N2CCN(S(=O)(=O)c3ccccc3)CC2)cc1 | 2097 | 1819
CC(C)OC(=O)c1sc2nc3c(cc2c1N)C(=O)CCC3 | 2071 | 1627
Cc1nnc(SCC(=O)NC(=O)NC(C)C)s1 | 1512 | 1516
O=C(CN1CCCCC1)NN(Cc1ccccc1)c1ccccc1 | 1756 | 1230
CN(C)c1ccc(NS(=O)(=O)c2ccc(Cl)cc2)cc1 | 1902 | 1823
Cc1ccc(NC(=O)C(=O)NCCc2c[nH]c3ccccc23)c(C)c1 | 1771 | 1518
Cc1ccccc1Nc1nnc(SCC(=O)c2c(N)n(C)c(=O)n(C)c2=O)s1 | 1978 | 1595
CCOC(=O)c1c(C)cc(C)[nH]c1=O | 1701 | 1653
COC(=O)c1cn(NC(=O)Cc2ccccc2Br)c(=O)c2ccccc12 | 1718 | 1340
COc1ccc(S(=O)(=O)n2nc(-c3cc(OC)c(OC)c(OC)c3)cc2N)cc1OC | 1909 | 1612
O=C(Cn1c(=O)c2sccc2n(Cc2ccc([N+](=O)[O-])cc2)c1=O)NCCc1ccccc1 | 1907 | 1591
CC(C)N1CCN(Cc2ccc(Oc3ncccn3)cc2)CC1CCO (stereo unspecified) | 2154 | 1564
CC(NC(=O)Nc1ccc2c(c1)OCO2)c1ccncc1 (stereo unspecified) | 1811 | 1725
COc1ccc(C(CC(=O)O)NC(=O)COc2ccc(C)cc2)cc1OC (stereo unspecified) | 1853 | 1487
Cn1c(=O)c2c(=O)cc(NNC(=O)CC#N)[nH]c2n(C)c1=O | 1881 | 1617
C=CCN1C(=O)/C(=C/c2ccsc2)SC1=S | 2085 | 1751
CCc1nnc(N/N=C/c2cccs2)n1N | 1728 | 1663
CN(NC(=O)c1ccco1)c1nc2ccccc2nc1C(F)(F)F | 2014 | 1519
COc1ccc(Cn2cc(C(=O)c3ccccc3)c(=O)c3cc(OC)ccc32)cc1 | 1875 | 1672
CC[n+]1c(C)n(-c2ccccc2)c2ccc(C(=O)OC)cc21 | 1652 | 1515
COc1cc(/C=C/CN2CCC(CO)(CC3CCCCO3)CC2)ccc1O (stereo unspecified) | 1801 | 1361

Continued:
SMILES | SRC1 TRFRET art | SRC3 TRFRET art
Cc1nn(C)c(C)c1CN(C)C(=O)C1(C)CC1(Br)Br (stereo unspecified) | 1612 | 1518
O=C(CSCc1ccc(Cl)cc1)Nc1ccc(S(=O)(=O)N2CCCCCC2)cc1 | 1472 | 1378
O=C(NN(c1ccccc1)c1ccccc1)c1ccc([N+](=O)[O-])o1 | 1771 | 1567
Nc1n[nH]c(N)c1N=Nc1cccc(F)c1 | 2077 | 1547
O=C(c1cccs1)N1CCN(c2ccccc2)CC1 | 1896 | 1607
CC(=O)N1N=C(c2cccc(NS(C)(=O)=O)c2)CC1c1cccs1 (stereo unspecified) | 1779 | 1571
Cc1cc(-c2ccn[nH]2)c(C)s1 | 1813 | 1625
COc1ccc(CCNC(=O)CCNS(=O)(=O)c2cccc(Cl)c2)cc1OC | 1962 | 1891

Whole records as entered above:
O=C(CSCc1ccc(Cl)cc1)Nc1ccc(S(=O)(=O)N2CCCCCC2)cc1 reads SRC1 TRFRET art: 1472; SRC3 TRFRET art: 1378
CC(=O)N1N=C(c2cccc(NS(C)(=O)=O)c2)CC1c1cccs1 (stereo unspecified) reads SRC1 TRFRET art: 1779; SRC3 TRFRET art: 1571

Quoted at random: three entries already listed
SMILES | SRC1 TRFRET art | SRC3 TRFRET art
COc1ccc(CCNC(=O)CCNS(=O)(=O)c2cccc(Cl)c2)cc1OC | 1962 | 1891
Cc1cc(-c2ccn[nH]2)c(C)s1 | 1813 | 1625
O=C(c1cccs1)N1CCN(c2ccccc2)CC1 | 1896 | 1607

For convenience, some entries already given:
SMILES | SRC1 TRFRET art | SRC3 TRFRET art
O=C(c1cccs1)N1CCN(c2ccccc2)CC1 | 1896 | 1607
CC(=O)N1N=C(c2cccc(NS(C)(=O)=O)c2)CC1c1cccs1 (stereo unspecified) | 1779 | 1571
Cc1cc(-c2ccn[nH]2)c(C)s1 | 1813 | 1625
COc1ccc(CCNC(=O)CCNS(=O)(=O)c2cccc(Cl)c2)cc1OC | 1962 | 1891

Screening results (PubChem)
